Arr AP2 block: human beta-arrestin and AP2 interaction inhibition; inhibition, % at 10 µM; FITC-arrestin peptide / GST-AP2 beads, flow cytometry; AP2 beta2 appendage carries R879A mutation; 0.31% of 340,000 active;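 active means inhibition above a set limit, near 3 SD of compounds lacking own fluorescence, cut at about 54% in these data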;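 further: plate controls were DMSO wells for no effect and 5 µM unlabelled arrestin peptide for full effect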
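System: GST-AP2 R879A glutathione beads; medium: PBS, Tween 20 0.05%, BSA 0.1%; reagent: fluorescein-tagged arrestin peptide at 50 nM final; schedule: pre-incubation 12 min, peptide binding 1 h, room temperature; detection: flow cytometry, FL1 (488/535 nm); read-out: inhibition as reduced fluorescein signal on beads, percent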
OPRM1-OPRD1 inv: inverse agonist of human OPRM1-OPRD1 heterodimerization; P35372+P41143; cell-based MOR-DOR heterodimer luminescence, inverse agonism; inhibition, % at 9.3 µM; 0.21% of 340,000 active; AID 504357; in the data active means inhibition above about 22%, passing the limit was not always enough;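 further: 0% = cells with DMSO and 100% = wells without cells with DMSO; values of inactives mirror those of a sister screen read the other way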
PKA-R2B act: PKA-R2B complex activation; AID 504700; PKA-R2B holoenzyme dissociation, Cy5-IP20 fluorescence polarization; R2B truncated from residue 108, S112A mutant; 0% DMSO only, 100% 113 µM cGMP; activation, % at 11.4 µM; 0.079% of 340,000 active;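 active means activation above a cutoff set at the mean over all compounds plus 3 SD, cut at about 18% in these data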;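 further: higher means more holoenzyme dissociation and a rise in polarization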
V-ATPase pH: regulators of yeast V-ATPase proton transport; AID 504577; 0.37% of 350,000 active; response, % at 10 µM; S. cerevisiae, pHLuorin cytosolic pH fluorescence; in the data active means response mostly above about 7.3%, no sharp cut-off; inactive means mostly below about 5.4%; further: actives read high; inactives centre near 0; some compounds called inactive have numbers as strong as hits; reference of the scale not given here
HTR5A inv ctr: HTR5A inverse agonism, opioid heterodimer counter-screen; P47898; HTR5A cell line, luminescence; inhibition, % at 9.3 µM; 0.083% of 340,000 active; AID 504634; in the data active means inhibition mostly above about 23%, no sharp cut-off; inactive means mostly below about 18%;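 further: 0% = cells with DMSO and 100% = no-cell wells with DMSO; some compounds called inactive have numbers as strong as hits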
PKA-R1A act: activators of PKA-R1A complex; PKA-R1A dissociation, Cy5-IP20 fluorescence polarization; scaled: DMSO 0%, 113 µM cGMP 100%; activation, % at 11.4 µM; 0.083% of 340,000 active; AID 504707;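 active means percent activation above the mean of all tested compounds plus 3 SD, cut at about 19% in these data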;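 further: higher means more PKAc released from R1A so a rise in polarization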
HTR5A ag ctr: HTR5A agonism, opioid heterodimer counter-screen. HTR5A agonist assay, luminescence, cell-based. 0.61% of 340,000 active. activation, % at 9.3 µM; in the data active means activation mostly above about 9.5%, no sharp cut-off; inactive means mostly below about 7.6%;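 further: 0% = cells with vehicle only and 100% = reference agonist; strong numbers were not always called active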
DAGLB inh: blocks human DAGLB lipase activity; Q8NCG7; HEK293T DAGLB membrane lysate, EnzChek fluorogenic substrate; inhibition, % at 5.17 µM; 0.059% of 340,000 active; AID 504411; in the data active means inhibition above about 34%;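 further: 0% = enzyme with vehicle and 100% = wells lacking enzyme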
OPRM1-OPRD1 ag: OPRM1-OPRD1 heterodimerization agonism; AID 504326; P35372+P41143; cells, luminescence; 0.3% of 340,000 active; activation, % at 9.3 µM; in the data active means activation above about 18%;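 further: 0% = vehicle-treated cells and 100% = reference agonist; values of inactives mirror those of a sister screen read the other way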
Pemphigus Ab inh: blocks pemphigus antibody binding to human desmoglein-3; P32926; DSG3-coupled beads, scFv-anti-DSG3-GFP binding, flow cytometry; active compounds read low; binding (percent of control), % at 10 µM; 0.48% of 310,000 active; AID 588358;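 active means binding more than 3 SD below its plate's average and above zero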;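 further: hits lower antibody fragment binding to DSG3; some compounds called inactive have numbers as strong as hits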
Target sequence (P32926 whole entry, looked up, the tested form may be a part): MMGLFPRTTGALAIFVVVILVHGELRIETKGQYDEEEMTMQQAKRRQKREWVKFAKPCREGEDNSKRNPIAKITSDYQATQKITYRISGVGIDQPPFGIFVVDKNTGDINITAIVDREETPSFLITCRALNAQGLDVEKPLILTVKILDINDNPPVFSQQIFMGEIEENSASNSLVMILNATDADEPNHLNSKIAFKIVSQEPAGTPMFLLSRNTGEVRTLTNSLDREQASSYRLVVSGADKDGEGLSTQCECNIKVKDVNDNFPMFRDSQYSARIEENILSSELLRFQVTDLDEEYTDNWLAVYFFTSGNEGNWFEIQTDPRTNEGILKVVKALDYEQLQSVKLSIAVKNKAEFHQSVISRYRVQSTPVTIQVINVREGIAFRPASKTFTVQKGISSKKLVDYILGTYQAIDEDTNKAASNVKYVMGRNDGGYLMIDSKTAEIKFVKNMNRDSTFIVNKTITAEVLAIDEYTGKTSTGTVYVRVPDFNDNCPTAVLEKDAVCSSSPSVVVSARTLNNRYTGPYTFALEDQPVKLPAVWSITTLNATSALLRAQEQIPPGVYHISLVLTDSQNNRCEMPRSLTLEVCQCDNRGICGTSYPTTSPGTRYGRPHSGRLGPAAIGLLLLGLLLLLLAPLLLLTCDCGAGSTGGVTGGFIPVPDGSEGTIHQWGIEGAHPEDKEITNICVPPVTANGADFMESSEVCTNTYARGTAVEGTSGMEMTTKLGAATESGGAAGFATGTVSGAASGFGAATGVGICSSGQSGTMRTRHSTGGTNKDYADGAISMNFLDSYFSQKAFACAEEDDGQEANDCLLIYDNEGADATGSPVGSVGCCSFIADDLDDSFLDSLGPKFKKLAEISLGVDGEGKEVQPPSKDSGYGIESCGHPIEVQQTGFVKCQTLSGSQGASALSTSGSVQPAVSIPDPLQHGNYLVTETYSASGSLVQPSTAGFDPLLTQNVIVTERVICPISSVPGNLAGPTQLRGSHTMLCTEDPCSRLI
* = called active by the depositor; / = not tested or not shown. Not a hit list. About 2.4% of those tested had a hit in this group.

SMILES	Arr AP2 block	OPRM1-OPRD1 inv	PKA-R2B act	V-ATPase pH	HTR5A inv ctr	PKA-R1A act	HTR5A ag ctr	DAGLB inh	OPRM1-OPRD1 ag	Pemphigus Ab inh
CCCn1c(Nc2ccccc2C)nc2ccccc21	-16	9	-9	1	-19	-4	1	1	-1.6	110
Cc1nn(C(=O)C(C)N2C(=O)c3ccccc3C2=O)c(C)c1Br (configuration not stated)	-8	-18	-10	2	-12	-9	5	-6	3.7	106
O=C(CN1CCC(n2nnc3cc(C(F)(F)F)ccc32)CC1)Nc1ccc2c(c1)CCC2	-23	2	-9	-5	-21	-4	9	-2	-0.3	96
CC(=O)N(Cc1ccc(Br)cc1)c1cccc(C)c1C	27	-14	-1	6	1	1	-1	-4	2.7	97
Cc1ccc(S(=O)(=O)CCC(=O)O)cc1C	-1	5	14	3	16	5	2	-5	-0.9	/
CCOC(=O)CN(C(=O)CSc1nnc(-c2ccc(OC)c(OC)c2)o1)c1ccc(F)cc1	33	16	-8	1	-6	-3	-4	-3	-3.2	111
COc1ccc2sc(-c3ccc(S(C)(=O)=O)cc3)c(C(=O)NCCc3c[nH]c4ccccc34)c2c1	8	14	1	5	8	2	-3	2	-3.1	95
COc1ccc(S(=O)(=O)Nc2ccc3c(c2)OCO3)cc1Cl	6	-9	4	-3	3	-3	0	4	1.6	116
COc1ccc(S(=O)(=O)N/N=C(/C)c2ccncc2)cc1	6	15	-1	9	-24	6	1	-2	-2.8	106
c1ccc(NNC2=NCCS2)cc1	34	10	-7	0	9	-10	-2	-1	-1.7	107
Cc1ccccc1NC(=O)CN1CCN(C(=O)c2ccco2)CC1	-4	23	-3	2	-15	5	0	0	-4.3	106
Cc1ccc(C(=O)N/C(=C\c2ccc(-c3cccc([N+](=O)[O-])c3)o2)C(=O)NC(C)(C)C)cc1	0	-35	5	-1	-33	-4	11	2	5.7	94
CCOC(=O)c1sc(NC(=O)c2cccs2)cc1C	-5	-7	-10	-3	-19	5	-6	-3	1.1	107
Cc1ncoc1C(=O)N1CCCC(C(=O)c2ccc(-c3ccccc3)cc2)C1 (configuration not stated)	13	4	-1	-2	-6	2	2	-4	-0.8	99
COc1cc2c(C(=O)N(C)c3cc(Cl)ccc3OC)cn(C)c(=O)c2cc1OC	-8	14	-2	3	-4	-2	1	7	-2.8	95
O=C(Cc1ccc2cccnc2c1)c1ccc(O)cc1O	8	-8	0	1	-16	10	3	-7	1.4	80
Cc1nnc(SCc2cn3ccsc3n2)n(N)c1=O	25	-4	-1	2	-3	-2	-4	1	0.7	93
Cc1ccccc1NC(=O)CCN1C(=O)CSC1=O	9	12	-1	2	-3	-4	0	-1	-1.9	100
Cc1ccccc1-n1ncc2c(SCC(=O)N3c4ccccc4CC3C)ncnc21 (configuration not stated)	1	-21	1	-1	7	-10	2	-9	3.7	98
Cc1cnc(C(=O)OCC(=O)NCCCc2ccccc2)cn1	9	9	-2	-1	7	-7	-3	1	-1.7	104
CCCNC(=O)[C@H](Cc1c[nH]c2ccccc12)NC(=O)c1ccccc1Cl	-1	19	5	0	4	-3	10	3	-3.7	105
O=C(Nc1nnc(CCS(=O)(=O)c2ccc3ccccc3c2)s1)c1cccs1	5	0	12	0	7	-1	-2	1	0.0	95
CCc1nn(CCCC(=O)NCc2ccco2)c(=O)c2cc3occc3n12	-10	17	0	0	1	3	3	-2	-3.3	100
CC1CCN(Cc2c(C(=O)N/N=C/c3cccc(C(F)(F)F)c3)nnn2-c2nonc2N)CC1	1	-27	-2	0	-20	-2	8	-4	5.2	113
CC(OC(=O)c1ccc(Br)o1)C(=O)NCC1CCCCC1 (configuration not stated)	3	11	-19	-2	4	-25	-1	0	-2.7	/
COc1ccc(F)cc1C(=O)C1CCCN(C(=O)c2ccc(C(C)=O)s2)C1 (configuration not stated)	39	7	5	-4	-4	3	-3	-1	-1.4	99
CCc1c(C)nc2ncnn2c1N1CCC(C(=O)NCc2cccc(OC)c2)CC1	23	-12	-13	0	18	-11	7	1	2.2	99
CCC(C(=O)Nc1cc(C)on1)c1ccccc1 (configuration not stated)	-7	8	-6	3	0	-4	-1	-1	-1.6	101
O=C(Cc1ccc(S(=O)(=O)N2CCCCC2)s1)Nc1ccc(F)cc1F	-1	18	0	4	-25	-1	-1	-3	-3.4	106
CCOC(=O)C1CCN(Cc2ccc(OC)c(OCc3ccccc3)c2)CC1	27	1	-9	7	8	-6	-2	-1	-0.2	116
CSc1cccc(NS(=O)(=O)c2ccccc2)c1	17	3	-3	-3	-8	-20	2	-2	-0.5	100
CCOc1ncccc1C(=O)NCCc1ccc(OC)cc1	-2	11	-3	4	-10	10	3	-1	-2.1	107
CCOc1ccccc1N1CCN(CC(O)COC2CCCc3ccccc32)CC1 (configuration not stated)	11	-55	-5	0	0	7	0	-1	6.8	-39*
CN(C(=O)c1ccc2c(c1)OCO2)C1(C(=O)NC2CCCC2)CCCCC1	-3	11	-7	5	-16	10	1	-3	-1.9	101
Cc1cc(=O)[nH]c(SC/C=C/c2ccccc2)n1	20	4	5	-6	-17	6	-3	0	-0.6	94
C[C@@H]1CN([C@@H](C)CO)C(=O)CCCn2cc(nn2)CO[C@H]1CN(C)S(=O)(=O)c1ccc2c(c1)OCCCO2	/	/	0	-1	/	9	/	0	/	93
COCC(=O)N1C[C@H]2CON(C)[C@H]2C[C@H]1c1cccc(-c2ccc(C#N)cc2)c1	-4	0	2	1	8	5	-2	-1	-0.1	100
Cc1ccc2cc(C)c(SCC(=O)Nc3cc(C)on3)nc2c1	-14	-22	0	-2	-9	-1	5	-4	3.5	106
CCc1cc(C(=O)O)c(NC(=O)/C=C/c2ccc(OC)c(OC)c2)s1	-5	14	-7	-1	-9	-4	8	3	-2.7	96
CN(C)C(=O)c1ccc2c(c1)C1C3CCC(C3)C1C(c1ccccc1)N2 (configuration not stated)	-6	-11	-10	2	-6	-3	2	0	1.5	87
Clc1cc(Cl)c2nc(N3CCOCC3)sc2c1	2	-5	15	-1	5	-1	1	-13	0.8	101
CN1CCN(C(=O)c2ccc(-c3nn(C)c(=O)c4ccccc34)cc2)CC1	-6	13	-5	3	-22	-7	0	0	-2.5	100
Cc1cc(C)cc(-n2ncc3c2CCCC3NC(=O)C2CCC2)c1 (configuration not stated)	-7	13	4	0	9	3	1	0	-2.6	88
Cc1ccc(Oc2ccc(C(=O)NC3CCSC3=O)cn2)cc1 (configuration not stated)	-1	13	-2	0	-10	-5	-2	0	-2.8	98
O=C(CN(Cc1ccccc1Cl)C(=O)Cn1nnc(-c2cccs2)n1)NCC1CCCO1 (configuration not stated)	11	7	-10	-4	17	5	-1	1	-1.3	83
c1ccc(OCc2nc3ccccc3[nH]2)cc1	7	-2	3	1	-12	0	4	-3	0.4	100
Cc1ccc(C(=O)Nc2ccccc2C(=O)O)cc1S(=O)(=O)Nc1ccc(Br)cc1	33	15	-6	-2	26	0	2	9	-3.0	/
Cc1ccn2c(NCc3ccccc3)c(-c3cccs3)nc2c1	3	0	-5	1	-1	-3	0	1	0.0	87
O=C(O)c1cc([N+](=O)[O-])c(Sc2nc3ccccc3[nH]2)c([N+](=O)[O-])c1	-5	6	-6	-2	13	-14	-4	-7	-1.3	103
O=C1C2C3C=CC(CC3)C2C(=O)N1c1ccc(F)cc1 (configuration not stated)	-12	3	-3	1	-30	3	3	0	-0.6	107
Cc1ccc(C(=O)COC(=O)c2ccc3c(c2)C(=O)N(c2cccc4ncccc24)C3=O)cc1C	-5	5	1	-14	-5	-14	-1	0	-1.0	96
COc1ccc(C(=O)NCCc2c[nH]c3ccccc23)cc1S(=O)(=O)N1CCCCC1C (configuration not stated)	2	-1	3	-3	-5	0	-1	1	0.4	108
C[C@H](NS(=O)(=O)c1ccc2c(c1)OCCCO2)C(=O)N1CCN(Cc2ccc(C#N)cc2)CC1	4	-4	-3	-7	5	-6	3	-1	1.1	102
C=CCNCC(=O)N1N=C(c2ccc3ccccc3c2)CC1c1ccc(OC)cc1 (configuration not stated)	0	-25	-3	3	-6	-15	1	1	4.6	102
CC1CCC(C(C)C)C(OC(=O)COC(=O)c2ccc(N)cc2)C1 (configuration not stated)	3	-50	-5	-3	-19	5	4	-6	7.0	102
Cc1c(Cl)cccc1NC(=O)NCc1ccncc1	26	-7	7	0	4	-3	-2	4	1.1	84
Cc1nnc(N2CCCC(C(=O)NCc3ccc(OC(C)C)cc3)C2)c2nn(-c3ccccc3)c(C)c12 (configuration not stated)	13	0	7	1	9	-9	-2	1	-0.1	120
CCOc1ccc(NC(=O)/C(=C\c2ccc(OC(C)=O)c(OC)c2)NC(C)=O)cc1	-8	6	5	4	-11	1	-2	1	-0.9	104
CCOc1ccccc1-c1cc(C(=O)N/N=C/c2ccc3c(c2)OCO3)c2ccccc2n1	-4	-9	4	-3	18	-5	-2	1	1.5	90
Cc1ccc(NC(=O)COc2ccc(/C=N\NC(=O)c3cccnc3)cc2)cc1C	14	7	-1	-1	-5	-6	-1	1	-1.0	/

Next part, starting with the last five of the part before.
SMILES	Arr AP2 block	OPRM1-OPRD1 inv	PKA-R2B act	V-ATPase pH	HTR5A inv ctr	PKA-R1A act	HTR5A ag ctr	DAGLB inh	OPRM1-OPRD1 ag	Pemphigus Ab inh
Cc1c(Cl)cccc1NC(=O)NCc1ccncc1	26	-7	7	0	4	-3	-2	4	1.1	84
Cc1nnc(N2CCCC(C(=O)NCc3ccc(OC(C)C)cc3)C2)c2nn(-c3ccccc3)c(C)c12 (configuration not stated)	13	0	7	1	9	-9	-2	1	-0.1	120
CCOc1ccc(NC(=O)/C(=C\c2ccc(OC(C)=O)c(OC)c2)NC(C)=O)cc1	-8	6	5	4	-11	1	-2	1	-0.9	104
CCOc1ccccc1-c1cc(C(=O)N/N=C/c2ccc3c(c2)OCO3)c2ccccc2n1	-4	-9	4	-3	18	-5	-2	1	1.5	90
Cc1ccc(NC(=O)COc2ccc(/C=N\NC(=O)c3cccnc3)cc2)cc1C	14	7	-1	-1	-5	-6	-1	1	-1.0	/
CN1CCN(C(=O)CN(Cc2ccccc2)S(C)(=O)=O)CC1	2	2	-6	1	-36	-1	-1	3	-0.5	99
CCOC(=O)c1c(C)nc2sc3c(=O)n(-c4ccc(OC)cc4)nnc3c2c1-c1ccc(OC)cc1	5	7	2	4	-44	-16	0	-9	-1.2	101
COc1ccc(CCNC(=O)COC(=O)C2CC2)cc1	0	11	-11	-1	-20	-5	1	0	-2.4	99
O=C(N/N=C/c1ccc([N+](=O)[O-])cc1)c1ccc(COc2ccccc2-c2ccccc2)cc1	/	4	-9	7	-53	2	-3	-1	-0.9	85
O=C(Cc1cccc(NC(=O)C2CCN(C(=O)C3CCCCC3)CC2)c1)Nc1cccc(C(=O)N2CCOCC2)c1	14	11	3	1	-23	-14	6	0	-2.4	98
COc1ccccc1C(=O)NNC(=O)c1sccc1-n1cccc1	2	11	2	-3	35	-1	-3	0	-2.1	105
